D1 potentiator: enhances dopamine response at the human D1 receptor. P21728. HEK293 TREx D1 cells, calcium flux, dopamine EC20 potentiation. potentiation, % at 10 µM. hit rate 0.036% among 360,000. AID 504651; in the data active = potentiation above about 30%; note: 0% is about no effect
Target sequence (P21728 whole entry, looked up): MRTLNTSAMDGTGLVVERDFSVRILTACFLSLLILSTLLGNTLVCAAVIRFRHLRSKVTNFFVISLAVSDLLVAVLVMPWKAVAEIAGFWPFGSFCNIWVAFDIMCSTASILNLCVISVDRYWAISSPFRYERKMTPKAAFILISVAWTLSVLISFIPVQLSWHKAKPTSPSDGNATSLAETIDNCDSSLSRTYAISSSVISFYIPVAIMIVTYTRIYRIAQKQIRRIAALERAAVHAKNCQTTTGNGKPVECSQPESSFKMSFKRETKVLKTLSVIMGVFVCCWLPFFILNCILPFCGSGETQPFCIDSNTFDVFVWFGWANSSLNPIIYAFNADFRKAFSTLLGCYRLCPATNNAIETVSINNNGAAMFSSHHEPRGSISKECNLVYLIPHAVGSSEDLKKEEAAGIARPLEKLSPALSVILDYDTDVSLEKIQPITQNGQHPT
D1 antagonist: blocks dopamine activation of the human D1 receptor; P21728; HEK293 TREx D1 cells, calcium flux, dopamine EC80; hits give low values; activity change, negative = inhibition, % at 10 µM; hit rate 3.2% among 360,000; in the data active = activity change below about -30%; note: % is set by controls: 0 for no effect and ±100 for the full control effect
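Tetracycline-induced HEK293 T-REx cells with force-coupled D1 receptor were loaded with a no-wash calcium dye. Compound was added after a 10 s baseline and read kinetically for 180 s; EC80 dopamine was then added and calcium flux followed another 180 s.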
TRHR enhancer: allosterically enhances the human TRH receptor; hit rate 0.66% among 360,000; enhancement, % at 2 µM; TRHR cells, fluo-8 calcium fluorescence, EC20 TRH enhancement; in the data active = enhancement above about 30%; note: 0% is about no effect
Target sequence (P34981 whole entry, looked up): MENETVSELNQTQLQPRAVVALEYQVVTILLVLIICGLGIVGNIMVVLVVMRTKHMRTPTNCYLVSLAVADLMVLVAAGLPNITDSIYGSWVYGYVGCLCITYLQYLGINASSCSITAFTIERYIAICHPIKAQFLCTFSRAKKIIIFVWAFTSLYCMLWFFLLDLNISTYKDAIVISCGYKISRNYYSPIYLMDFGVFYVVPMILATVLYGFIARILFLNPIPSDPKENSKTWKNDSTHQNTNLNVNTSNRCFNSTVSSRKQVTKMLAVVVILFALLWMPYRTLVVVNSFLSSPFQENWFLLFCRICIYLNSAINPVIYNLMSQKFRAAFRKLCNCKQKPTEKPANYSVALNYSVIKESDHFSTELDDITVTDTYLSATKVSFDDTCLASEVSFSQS
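TRHR-expressing cells loaded with fluo-8 calcium dye were read kinetically (ex 480/em 530) during compound addition, then stimulated with an EC20 of TRH (10 nM final). Enhancement of the Gq-mediated intracellular calcium response was scored.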
D2 ag: agonists of human D2 dopamine receptor; P14416; HEK293 T-REx D2 cells, calcium flux agonist mode; activation, % at 2 µM; hit rate 0.53% among 340,000; AID 485358;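 active = activation over 3 SD above normal in the single-dose calcium agonist read, cut at about 30% in these data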; note: 0% is about no effect
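HEK293 Trex D2 cells, tetracycline-induced, o/n 30 C 5% CO2; no-wash Ca dye, RT 30–90 min; 10-cycle baseline, 23 nl cpd added, kinetic Ca read 180 s; agonist hits = positive Ca response.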
D1 ag: agonists of human D1 dopamine receptor. P21728. HEK293 T-REx D1 cells, calcium flux, agonist mode. activation, % at 2 µM. hit rate 1% among 360,000. AID 504660; in the data active = activation above about 30%; note: 0% is about no effect
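Tetracycline-induced HEK293 TREx D1 cells, force-coupled to calcium signalling, were dye-loaded with a no-wash calcium kit. Compound was pin-added after a 10 s baseline. Fluorescence was read kinetically at 1 cycle/s for 180 s, with calcium rises flagged as agonism.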
RXFP1 antag: RXFP1 (human) relaxin receptor antagonism | HEK293-RXFP1, relaxin-stimulated cAMP HTRF, 30 min; hits give low values | activity change, negative = inhibition, % at 57.5 µM | hit rate 0.59% among 350,000 | AID 1259400;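 active = activity change of -60% or lower, but not beyond a set lower limit; inconclusive = change between -60% and -40%, or beyond the set limit; inactive = change above -40%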; note: % is set by controls: 0 for no effect and ±100 for the full control effect
D2 PAM: positive allosteric modulators of human D2 dopamine receptor. hit rate 0.34% among 340,000. P14416. potentiation, % at 10 µM. HEK293 T-REx D2, calcium flux, EC20 dopamine potentiation;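 active = potentiation over 3 SD above the plate norm, cut at about 30% in these data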; note: 0% is about no effect
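Potentiation of an EC20 dopamine calcium response is measured in a force-coupled, tetracycline-inducible Hek293 Trex D2 line. Compound-only kinetic reads over 180 s flag agonists before dopamine addition.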
RXFP1 ag: RXFP1 (human) receptor agonism | Q9HBX9 | HEK293T-RXFP1 cAMP TR-FRET, 30 min; response scale: percent of porcine relaxin response, buffer zero | hit rate 0.3% among 370,000 | Potency, µM (titrated, usually from 57.5 µM), without a hit: at the top dose activation, hits mostly activators; active = well fitted activation curve with a large enough effect; inconclusive = small, poorly fitted or top-dose-only effect; note: potency is the fitted concentration of half-maximal effect; % is set by controls: 0 for no effect and ±100 for the full control effect; nearly all actives have a fitted effect of over 60% in size; many of its hits are not listed in these tables
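HEK293 cells stably expressing RXFP1, treated 30 min at 37C with compounds plus PDE4 inhibitor Ro 20174; cAMP measured by HTRF TR-FRET. Normalized to buffer and 29 nM porcine relaxin; EC50 by Hill fit.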
D2 antagonist: antagonists of human D2 dopamine receptor | P14416 | HEK293 TREx D2 cells, calcium flux, dopamine EC80 | hit rate 2% among 340,000 | AID 485344 | inhibition, % at 10 µM; in the data active = inhibition above about 30%; note: 0% is about no effect
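HEK293 T-REx D2 cells, tet-induced, calcium dye no-wash. Cpd pintool add, 180 s kinetic, then EC80 DA, 180 s kinetic. Ca flux read.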
Numbers without * were called inactive; ? = inconclusive; · = not tested or not shown.

SMILES | D1 potentiator | D1 antagonist | TRHR enhancer | D2 ag | D1 ag | RXFP1 antag | D2 PAM | RXFP1 ag | D2 antagonist
CN1CCc2ccc(NC(=O)c3ccc(C(F)(F)F)cc3)cc2C1 | -4 | 1 | -1 | 0.7 | 2 | 4 | 3 | 0.4% | 4
O=C(CSc1nnc(COc2ccccc2)o1)N1CCN(c2ccccc2)CC1 | 3 | 10 | -5 | 0.3 | 0 | 0 | 10 | 2.6% | 3
CCCCC1=CC2=C(c3ccco3)C(=O)C(C)(OC(=O)c3ccc(OC)cc3)C(=O)C2=CN1Cc1ccco1 (stereo not given) | -5 | -22 | -2 | 0.5 | 11 | · | 5 | 13% | -6
Cc1ccc(C)c(Cn2c3ccccc3c3cnn(CC(=O)NCCC4=CCCCC4)c(=O)c32)c1 | -3 | 0 | 0 | -1.3 | -2 | -4 | 11 | 4.5% | ·
Cn1ccnc1SCC(=O)c1cc2ccccc2o1 | -10 | 0 | -2 | 0.4 | 4 | 8 | 5 | 1.4% | -1
O=C(Cn1nc(Cl)nc1Cl)c1ccc(F)cc1 | -3 | -1 | 4 | 0.4 | 1 | 0 | 6 | 0.2% | -10
O=C1CSC(=S)N1c1ccc(Cl)c(Cl)c1 | 4 | -6 | -5 | 1.0 | 7 | 5 | 5 | -1.5% | -25
Cn1cc(CNC(=O)c2cc(COc3ccc4c(c3)CCCC4)on2)cn1 | -10 | -12 | -4 | -1.1 | 8 | -2 | -9 | -2.5% | 6
CC1CCN(C(=O)c2ccc(NS(C)(=O)=O)cc2)CC1 | 0 | -1 | 5 | 0.1 | 1 | 30 | -3 | 1.0% | -8
CCCn1c(/C=N/Nc2nc3ccccc3[nH]2)nc2ccccc21 | -1 | 3 | 6 | -0.8 | 3 | 5 | -20 | -0.5% | -6
CCCCC(=O)N1CCN(c2ccc(OC)cc2[N+](=O)[O-])CC1 | 0 | -2 | -4 | -0.4 | 5 | -2 | 9 | 0.1% | 30*
Cc1ccc(N2CCN(S(=O)(=O)c3ccc4[nH]c5c(c4c3)CCCCC5)CC2)c(C)c1 | -5 | -17 | 21 | · | 2 | · | 4 | -5.1% | ·
CC(=O)Nc1ccc(NC(=O)CSc2nnc(NC(=O)C3CC(=O)N(c4ccc(F)cc4)C3)s2)cc1 (stereo not given) | 0 | 2 | 4 | 1.4 | 4 | -3 | -6 | 0.4% | 2
COc1ccc(-c2ccc(CCC(=O)O)n2NC(=O)c2cccs2)cc1 | -5 | -15 | 2 | -0.3 | -1 | -4 | 3 | -0.2% | -26
FC(F)(F)c1nnc2sc(-c3ccncc3)nn12 | -4 | -5 | -9 | 1.0 | 2 | -6 | 5 | -0.5% | -17
Cc1ccc(CC(=O)NC2CCN(Cc3ccccc3)CC2)cc1 | -2 | -3 | 10 | 0.3 | 1 | -6 | -14 | 2.0% | -3
C1CCc2c(nc3nnnn3c2NCC2CC2)C1 | -6 | 4 | -2 | 1.4 | 1 | 4 | -11 | -0.1% | 2
Cc1ccc(NC(=O)C2CSC3(C)CCC(=O)N23)cc1S(=O)(=O)N1CCOCC1 (stereo not given) | · | 2 | 9 | 0.6 | 7 | -1 | 16 | 3.3% | -28
CC(=O)Nc1cccc(C(=O)OC(C(=O)c2ccc(C)cc2)c2ccccc2)c1 (stereo not given) | 1 | 7 | -10 | -0.3 | 8 | 3 | 2 | 2.1% | 8
Cn1cccc1CC(=O)NNC(=S)NC(=O)c1ccccc1Br | -4 | 6 | 19 | 2.2 | 1 | 20 | -4 | 1.5% | -11
CN(C(=O)NC(=O)C1=C(N2CCOCC2)/C(=C/c2ccccc2)CC1)S(C)(=O)=O | 6 | 9 | 3 | 0.0 | 1 | 25 | 2 | 5.2% | 0
COCCSc1nnc(NC(=O)Cc2cccs2)s1 | -3 | 2 | 2 | -0.2 | 4 | -6 | -4 | 0.0% | -13
CCCc1nnc(SCC(=O)N2C(C)CCCC2C)n1CC1CCCO1 (stereo not given) | 1 | 1 | 5 | 0.2 | 0 | 1 | 6 | 1.4% | -9
COc1ccccc1C(=O)C1CCCN(C(=O)c2cc(CC(C)C)nc(C)n2)C1 (stereo not given) | -8 | -1 | -6 | -0.4 | 4 | -3 | 3 | 1.3% | 16
COc1ccc2nc(N3CCN(C(=O)CS(=O)(=O)c4ccc(C)cc4)CC3)sc2c1 | -3 | · | -3 | 1.6 | 8 | -34 | 8 | -3.7% | ·
N#Cc1ccc(CSc2nnc(-c3ccccn3)n2-c2ccccc2)cc1 | 1 | -10 | -1 | 0.3 | 3 | -9 | -1 | 1.1% | -10
COc1ccc(NC(=O)CCS(=O)(=O)c2cc3c4c(c2)CCN4C(=O)CC3)c(OC)c1 | -4 | -4 | -1 | -0.3 | 2 | 2 | 2 | -0.2% | ·
O=C(Nc1sc2c(c1C(=O)O)CCC2)c1ccccc1 | 5 | -6 | -5 | 0.3 | -1 | -6 | -4 | 1.1% | -25
COc1ccc(C(C)=O)cc1COC(=O)c1cccc(N(C)C)c1 | 4 | -11 | -5 | 0.1 | 0 | 1 | 0 | 1.5% | -2
O=C(CN1CCOCC1)NNC(=S)Nc1ccccc1 | -5 | -6 | 1 | 0.0 | 2 | 20 | 7 | 3.1% | -10
CCOC(=O)c1c(C)c(C(=O)NCc2ccco2)c(C)n1C | 0 | -10 | 5 | -0.8 | 1 | 1 | -7 | -0.7% | 12
COc1ccc(N2CC(C(=O)OCC(=O)Nc3cccc(C)c3)CC2=O)cc1 (stereo not given) | 8 | -31* | 11 | -0.1 | 2 | -2 | 6 | 0.1% | 11
Cc1cccc(C)c1NC(=O)Nc1cccs1 | 15 | 4 | 6 | 0.2 | 2 | 6 | 5 | -1.0% | -19
CC1=NN(Cc2ccccc2)C(=O)C1 | -13 | -36* | 3 | 1.0 | -1 | 4 | 0 | 0.2% | 7
COc1ccc(-n2nc(C(=O)Nc3cccc(C)n3)c3c4ccccc4n(C)c3c2=O)cc1 | 1 | 21 | 14 | -0.7 | -1 | 10 | 0 | 8.8% | ·
COc1ccc(OCC(O)CN2CCc3ccccc3C2)cc1 (stereo not given) | 3 | 18 | 1 | · | 4 | 6 | · | -0.3% | ·
CSCCC(=O)N1CCC(n2nccc2NC(=O)CCCc2ccccc2)CC1 | 0 | 0 | -7 | -1.0 | 3 | -10 | -5 | 1.7% | -2
O=C(C1CCN(c2nnc(-n3cccc3)s2)CC1)N1CCOCC1 | 1 | -1 | 0 | 0.3 | -1 | · | 4 | -0.8% | 2
O=C(N/N=C/c1ccc2cccc(OCc3ccccc3)c2n1)c1ccc(Cl)cc1 | -3 | -3 | 0 | · | 4 | -12 | -28 | 11% | ·
Cc1ccc2c(c1)c(=O)c1ccccc1n2CCCC(=O)Nc1ccc(F)cc1F | 0 | -4 | -1 | · | -1 | 1 | · | ? | ·
COCCn1cnc2c1c(=O)n(CC(=O)c1ccc3c(c1)OCCO3)c(=O)n2Cc1ccccc1 | -1 | 1 | 0 | · | 1 | -10 | · | 0.0% | ·
O=C1Nc2ccc(F)cc2C12Nc1ccccc1-c1nnc(SCc3ccccc3F)nc1O2 (stereo not given) | -3 | -19 | -4 | -0.7 | 2 | -17 | -2 | 2.5% | 10
COc1ccc(C2(O)CCN(CC(=O)Nc3nc(-c4ccccc4)cs3)CC2)cc1 | -5 | 12 | 23 | 0.1 | 3 | -10 | -2 | -1.5% | -14
COc1ccc(CNc2nc3c(c(C(F)(F)F)n2)CCCCC3)cc1 | -4 | 6 | -4 | 0.6 | 10 | · | -1 | 2.0% | -4
O=C(COC(=O)c1cccc(NS(=O)(=O)c2ccc(F)c(F)c2)c1)NC(=O)NC1CCCC1 | -2 | 1 | 26 | -0.2 | 4 | -16 | 12 | -0.6% | 10

Complete entries, looked up by structure. Values in the order: D1 potentiator	D1 antagonist	TRHR enhancer	D2 ag	D1 ag	RXFP1 antag	D2 PAM	RXFP1 ag	D2 antagonist
Entry for CC1=NN(Cc2ccccc2)C(=O)C1 → -13	-36*	3	1.0	-1	4	0	0.2%	7
Entry for COc1ccc(C2(O)CCN(CC(=O)Nc3nc(-c4ccccc4)cs3)CC2)cc1 → -5	12	23	0.1	3	-10	-2	-1.5%	-14
Entry for CCOC(=O)c1c(C)c(C(=O)NCc2ccco2)c(C)n1C → 0	-10	5	-0.8	1	1	-7	-0.7%	12

(listing goes on)
SMILES | D1 potentiator | D1 antagonist | TRHR enhancer | D2 ag | D1 ag | RXFP1 antag | D2 PAM | RXFP1 ag | D2 antagonist
CCOC(=O)c1cc(-c2ccccc2)n(Cc2cc(CC)no2)n1 | 8 | -3 | 6 | -0.8 | 1 | · | -2 | -0.8% | 15
COc1ccc(/C=C/C(=O)N2CCN(c3ccccn3)CC2)c(OC)c1OC | -6 | -12 | 2 | · | 0 | 6 | -7 | -2.3% | ·
COC1=C/C(=C/c2c(N)n3c(nc2=O)sc2cc(S(C)(=O)=O)ccc23)C=CC1=O | -1 | 0 | 0 | · | 8 | -6 | 9 | 5.9% | ·
COc1ccc(NS(=O)(=O)c2ccc3oc(SC(C)C(N)=O)nc3c2)cc1 (stereo not given) | -5 | -1 | -10 | -0.5 | 0 | -2 | -4 | 2.7% | -13
O=C(COC(=O)c1ccc2ccccc2n1)NC1CCCCC1 | 0 | 20 | 14 | -0.1 | 0 | -3 | -1 | 1.4% | 3
COc1ccc(-n2ncc3c2CC(C)(C)CC3NC(=O)CCc2c(C)noc2C)cc1 (stereo not given) | -5 | 20 | 16 | -2.2 | 1 | 4 | 15 | 4.5% | 5
O=C(NC1CC1)c1ccc(CSCc2ccccc2Cl)o1 | -2 | -4 | 3 | -0.2 | 2 | -15 | 17 | -2.6% | -4
O=C(Nc1ccc(Cl)cc1)N1CCCN(Cc2ccccc2F)C1 | 0 | -2 | -1 | 0.0 | 4 | -1 | -13 | 0.2% | 5
O=C(COc1ccc(Cl)cc1Cl)NCc1ccco1 | 2 | 2 | 2 | -0.3 | 1 | -9 | -1 | 1.5% | 10
COc1ccc(NC(=O)C(Cc2ccccc2)n2cccc2)cc1 (stereo not given) | 8 | -6 | -12 | 0.0 | 3 | -6 | -2 | 7.1% | -3
COc1cccc(/C=C/C(=O)OCC(=O)NCc2ccco2)c1OC | 8 | 0 | 3 | 0.2 | 0 | -5 | -5 | 2.0% | -11
CC(=C1C(=O)c2ccccc2C1=O)N1CCC(C(N)=O)(N2CCCCC2)CC1 | -1 | 11 | 5 | 0.4 | 1 | -12 | -14 | 1.4% | -7
CCCn1c(SCC(=O)Nc2ccccc2Cl)n[nH]c1=O | -1 | -11 | 3 | -0.5 | 2 | 4 | -4 | 1.7% | 4

Screening results from PubChem.

These rows are one share of the data; rates above refer to the full screens.
